TRPC4 act: activators of mouse TRPC4 channel. HEK293 TRPC4beta/mu-opioid, Fluo4 calcium fluorescence; hits give high values. B-score at 10 µM. 310,000 compounds, 0.49% hits. AID 2237;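 active = B-score above 5 SD of library B-scores, and initial fluorescence ratio not above library mean plus 5 SD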;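 also: positive B-score marks a calcium rise read as TRPC4 activation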
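Test system: HEK293 cells stably co-expressing mouse TRPC4beta and mu-opioid receptor | Schedule: Fluo4 dye loading 45 min at room temperature, 110 s recording | Measured by: Kinetic Fluo4 calcium fluorescence, 5 s baseline at 1 Hz | Evaluation: B score of integrated ratio | Controls: Buffer (low) and maximal DAMGO (high)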
TMEM16A act: activates or potentiates the mouse TMEM16A chloride channel. 340,000 compounds, 0.3% hits. HEK293 TMEM16A/YFP-H148Q/I152L, iodide quench fluorescence; hits give low values. B-score at 10 µM. Q8BHY3;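 active = fluorescence-ratio B-score plate-corrected deviation score at least 3 library SD below zero, with starting fluorescence score within 5 deviations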;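 also: channel opened by trigger with iodide after compound preincubation; score built on the fluorescence ratio of max minus min over baseline; more negative score means more quench and so TMEM16A activation or potentiation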
Target sequence (Q8BHY3 whole entry, looked up): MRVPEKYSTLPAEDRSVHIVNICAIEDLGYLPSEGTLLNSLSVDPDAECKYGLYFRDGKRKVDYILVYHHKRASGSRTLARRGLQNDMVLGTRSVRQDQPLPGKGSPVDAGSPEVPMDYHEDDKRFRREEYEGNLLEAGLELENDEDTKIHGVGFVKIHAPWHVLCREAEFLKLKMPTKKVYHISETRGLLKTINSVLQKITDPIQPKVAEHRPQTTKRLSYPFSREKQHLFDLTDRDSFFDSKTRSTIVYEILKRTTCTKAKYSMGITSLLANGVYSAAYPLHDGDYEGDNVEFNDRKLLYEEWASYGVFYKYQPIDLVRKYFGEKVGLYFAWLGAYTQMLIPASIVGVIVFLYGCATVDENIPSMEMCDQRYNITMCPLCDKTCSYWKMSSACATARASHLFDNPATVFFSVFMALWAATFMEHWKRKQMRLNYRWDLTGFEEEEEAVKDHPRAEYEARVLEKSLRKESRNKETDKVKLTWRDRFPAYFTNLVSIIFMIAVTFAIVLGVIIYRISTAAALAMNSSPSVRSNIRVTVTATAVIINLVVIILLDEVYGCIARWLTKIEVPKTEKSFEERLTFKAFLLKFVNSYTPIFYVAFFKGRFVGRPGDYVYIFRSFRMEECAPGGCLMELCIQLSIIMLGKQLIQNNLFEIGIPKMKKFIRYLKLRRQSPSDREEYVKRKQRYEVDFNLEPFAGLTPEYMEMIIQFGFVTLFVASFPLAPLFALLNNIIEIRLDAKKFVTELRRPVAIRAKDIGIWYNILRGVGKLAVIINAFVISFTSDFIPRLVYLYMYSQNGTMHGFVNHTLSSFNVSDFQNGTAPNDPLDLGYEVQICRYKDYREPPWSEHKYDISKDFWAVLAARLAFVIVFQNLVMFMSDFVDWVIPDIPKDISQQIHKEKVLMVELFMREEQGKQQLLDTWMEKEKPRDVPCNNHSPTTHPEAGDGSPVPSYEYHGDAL
ANO1 block: mouse TMEM16A channel inhibition, primary screen. HEK293 TMEM16A/YFP iodide influx fluorescence, ionomycin. normalized B-score (activity score, 25-100; higher = stronger inhibition) at 10 µM. AID 588511. 310,000 compounds, 1.2% hits;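 active = ratio plate-corrected score three or more library SD toward inhibition, starting fluorescence score within five deviations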;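 also: score derived from kinetic fluorescence span divided by baseline fluorescence per well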
HDAC3 inhib: inhibitors of human histone deacetylase 3 | O15379 | recombinant HDAC3, fluorogenic peptide/trypsin coupled, fluorescence | inhibition, % at 8.3 µM | 320,000 compounds, 0.15% hits | AID 2718; in the data active = inhibition above about 26%, passing the limit was not always enough; inconclusive = no clear call, values can overlap the other calls
KCNK3 inh: human KCNK3 channel inhibition, primary screen; CHO-KCNK3 thallium flux, FluxOR fluorescence; hits give low values; 340,000 compounds, 0.84% hits; B-score at 10 µM; AID 602410; O14649;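 active = B-score under library mean minus 4 SD, starting fluorescence ratio at most library mean plus 5 SD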;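 also: more negative B-score means stronger inhibition of thallium flux through KCNK3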
KCNK9 block: inhibitors of human KCNK9 two-pore domain potassium channel; Q9NPC2; B-score at 10 µM; HEK293 KCNK9, FluxOR thallium flux fluorescence; hits give low values; AID 488922; 310,000 compounds, 1.2% hits;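 active = ratio B-score over 3 SD below the library mean, with starting fluorescence within 5 SD of its mean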;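 also: negative B-score means less thallium flux so channel inhibition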
KCNQ1 block: human KCNQ1 channel inhibition | P51787 | CHO-K1 KCNQ1, FluxOR thallium flux fluorescence; hits give high values | B-score at 10 µM | 310,000 compounds, 1.3% hits | AID 2642;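 active = compounds whose thallium flux B-score, printed positive for inhibition, exceeds three library SD while starting fluorescence stays within three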;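 also: channel opened by potassium depolarization with thallium stimulus after 20 min compound exposure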
hERG protect: hERG (human) protection from proarrhythmic block. Q12809. CHO-hERG, FluxOR thallium flux, dofetilide IC70 present. activation (rescue from dofetilide block), less the hit threshold, % at 10 µM. 310,000 compounds, 0.51% hits. AID 1511;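 active = activation above the mean of controls blocked by dofetilide plus 5 SD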;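 also: thallium influx through hERG after potassium depolarization seen as dye fluorescence rise; in these data hits start at about 4.7%; inactives centre near -7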
KCNQ1 act: potentiates or activates the human KCNQ1 potassium channel | P51787 | B-score at 10 µM | 310,000 compounds, 0.35% hits | AID 2648 | CHO-K1 KCNQ1, thallium flux FluxOR fluorescence; hits give high values;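 active = fluorescence ratio B-score, a plate-corrected score, at least three library SD, with initial intensity B-score within 5 SD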
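assay system = CHO-K1 cells stably expressing KCNQ1 | medium = assay buffer, equal DMSO in all wells | timing = 37 °C overnight plating, 90-min dark dye load, 20-min compound pretreatment | measured by = kinetic FluxOR thallium fluorescence, 10-s 1-Hz baseline, 110-s post-stimulus read | measure = fluorescence change relative to baseline, converted to B score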
TRPC4 potent: allosterically enhances the mouse TRPC4 cation channel | Q9QUQ5 | HEK293 TRPC4beta/mu-opioid, DAMGO EC20, Fluo-4 Ca2+ flux; hits give high values | B-score at 10 µM | 310,000 compounds, 0.42% hits | AID 2227;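 active = B-score of calcium response area above 5 SD of library B-scores, with initial fluorescence ratio within 5 SD of library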;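 also: B-score of integrated fluorescence ratio over time as area under calcium response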
DYRK1A inh: inhibitors of rat Dyrk1A kinase. 310,000 compounds, 0.43% hits. Q63470. ADP-Glo luminescence, NFATc1 peptide. inhibition, % at 12.5 µM; in the data active = inhibition above about 50%;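 also: plate controls were vehicle with enzyme for no effect and no enzyme for full effect; many of its hits are not listed in these tables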
Starred values were filed as active, the others as inactive; i = inactive; ? = inconclusive; . = no result given.

no.	mol	TRPC4 act	TMEM16A act	ANO1 block	HDAC3 inhib	KCNK3 inh	KCNK9 block	KCNQ1 block	hERG protect	KCNQ1 act	TRPC4 potent	DYRK1A inh
1	CCN1C(=O)N[C@@H](c2ccco2)C(C(=O)OC)=C1C	i	i	i	-5	i	i	i	-6	i	i	4
2	CN1CCN(C(=O)CCn2nc(-c3ccccc3)c3ccccc3c2=O)CC1	i	i	i	1	i	i	i	-8	i	i	11
3	COC(=O)c1sc(NC(=O)CSc2nc3cccnc3n2C2CCCCC2)nc1C	i	i	i	-4	i	i	i	0	i	i	-7
4	CC1(C)CC(=O)C=C(C(=O)N2CCCC(C(=O)c3cccc(C(F)(F)F)c3)C2)O1 (configuration not stated)	i	i	i	2	i	i	i	-1	i	i	-2
5	O=C(NC1CC2CCCC(C1)N2C(=O)Nc1ccc(F)cc1)c1ccccc1 (configuration not stated)	i	i	i	3	i	i	i	-5	i	i	2
6	Cc1ccc(C)c(N(C(=O)c2snc(C(N)=O)c2N)C(C(=O)NCC2CCCO2)c2cccs2)c1 (configuration not stated)	i	i	i	-11	i	i	i	-10	i	i	2
7	C=CCn1c(CCc2ccccc2)nnc1SCC(N)=O	i	i	i	7	i	i	i	3	i	i	-4
8	O=C(c1cc2ccccc2o1)N1CCCC1	i	i	i	-5	i	i	i	-2	i	i	0
9	O=c1c2ccccc2[nH]c(=S)n1CCN1CCC(=C(c2ccc(F)cc2)c2ccc(F)cc2)CC1	i	.	.	.	.	i	i	-7	i	i	.
10	Cn1c(=O)c2c(O)cc(=O)n(-c3ccccc3)c2n(C)c1=O	i	i	i	-2	i	i	i	-2	i	i	0
11	Cc1cc2ncn(C(=O)c3ccc4c(c3)OCO4)c2cc1C	i	i	i	-1	i	i	i	-7	i	i	0
12	CCCNC(=O)COc1coc(CN2CCN(c3cccc(Cl)c3)CC2)cc1=O	i	i	i	-8	i	i	i	-1	i	i	-2
13	CCc1noc(C)c1C(=O)Nc1nnc(C2CCCCC2)s1	i	.	i	-1	.	i	i	-12	i	i	.
14	Cc1ccc(C)c(N2CCN(C(=O)c3cc4sccc4n3C)CC2)c1	i	i	i	-2	i	i	i	-15	i	i	.
15	Cc1cc(NC(=O)C2CC(c3ccccc3Cl)=NO2)no1 (configuration not stated)	i	i	i	1	i	i	i	-7	i	i	-8
16	Cc1ccc(-n2c(CSc3nc(C)cc(C)n3)nnc2SCC(=O)Nc2nccs2)cc1	i	i	i	-5	i	i	i	-16	i	i	-4
17	CC(C)Cc1cc(CNC(=O)C2CCC(=O)N(Cc3cccc(C(F)(F)F)c3)C2)on1 (configuration not stated)	i	i	i	15	i	i	i	-5	i	i	-7
18	COc1ccc2c(c1)O[C@@H](c1cccc(C(F)(F)F)c1)[C@H](OC(=O)N[C@H]1CCCc3ccccc31)C2=O	i	.	i	12	.	i	i	-8	i	i	.
19	O=C(COC(=O)CCc1ccc(S(=O)(=O)N2CCOCC2)cc1)Nc1ccc(Cl)cn1	i	i	i	0	i	i	i	-16	i	i	6
20	COc1ccc(NC(=O)Nc2ccccc2F)cc1	i	i	i	4	i	i	i	-4	i	i	0

Some entries already given, limited to HDAC3 inhib, hERG protect and TMEM16A act.
entry | molecule | HDAC3 inhib | hERG protect | TMEM16A act
15 | Cc1cc(NC(=O)C2CC(c3ccccc3Cl)=NO2)no1 (configuration not stated) | 1 | -7 | i
16 | Cc1ccc(-n2c(CSc3nc(C)cc(C)n3)nnc2SCC(=O)Nc2nccs2)cc1 | -5 | -16 | i
17 | CC(C)Cc1cc(CNC(=O)C2CCC(=O)N(Cc3cccc(C(F)(F)F)c3)C2)on1 (configuration not stated) | 15 | -5 | i

(next part)
no.	mol	TRPC4 act	TMEM16A act	ANO1 block	HDAC3 inhib	KCNK3 inh	KCNK9 block	KCNQ1 block	hERG protect	KCNQ1 act	TRPC4 potent	DYRK1A inh
21	Cc1cccc(NC(=S)NC(=O)c2oc3ccccc3c2C)n1	i	i	i	0	i	i	i	-6	i	i	2
22	Oc1ccc(CCNc2ncnc3ccc(Cl)cc23)cc1	i	i	100*	1	i	i	i	-26	i	i	27
23	CCn1cc(C(=O)NCc2ccco2)c(=O)c2cc(F)c(N3CCN(C(=O)c4ccco4)CC3)cc21	i	i	i	-12	i	i	i	-5	i	i	-2
24	Cn1c(SCC(=O)NC(=O)NCc2ccco2)nnc1-c1ccccc1	i	i	i	2	i	i	i	-11	i	i	3
25	COc1cccc(C2=NN(C(=O)c3ccccc3)C(O)(C(F)(F)F)C2)c1 (configuration not stated)	i	i	i	10	i	i	i	-18	i	i	1
26	O=C(CN1CCC(N2CCCCC2)CC1)N1CCCc2ccccc21	i	i	i	-4	i	i	i	-5	i	i	2
27	Brc1ccccc1C1CC(c2ccccc2)=Nc2ccccc2N1 (configuration not stated)	i	i	i	5	i	i	i	-3	i	i	5
28	O=S(=O)(Nc1ccc(S(=O)(=O)Nc2nccs2)cc1)c1ccc2c(c1)OCCO2	i	i	i	7	i	i	i	-12	i	i	3
29	Cc1ccc(CSc2nnc(SCC(=O)N/N=C/C=C/c3ccco3)s2)cc1	i	i	i	4	i	i	i	-3	i	i	1
30	NNC(=O)c1nnn(-c2nonc2N)c1CN1CCCC1	i	i	i	2	i	i	i	-4	i	i	15
31	Cc1onc(C(=O)Nc2ccccc2C(F)(F)F)c1[N+](=O)[O-]	i	i	i	.	i	i	i	-10	i	i	0
32	O=c1[nH]c(N2CCCCC2)nc2c1CCCC2	i	i	i	-2	i	i	i	-4	i	i	11
33	COc1ccccc1N1C(=O)c2cccc3c(Cl)ccc(c23)C1=O	i	i	i	.	i	i	i	-3	i	i	-2
34	CCOC(=O)c1sc2nccc(OC)c2c1N=CNOC	i	i	i	3	i	i	i	-10	i	i	28
35	CCCc1cc(=O)oc2c3c(c4c(c12)OC(C)(C)C=C4)OC(C)C(C)C3O (configuration not stated)	i	i	i	?	i	i	i	-7	i	i	12
36	O=C(OC1CCCCC1)c1ccc(NC(=O)c2ccco2)cc1	i	i	i	10	i	i	i	-10	i	i	0
37	Cn1ncc(Cl)c1C(=O)Nc1ccc(CN2CCCCC2)cc1	i	i	i	-2	i	i	i	-7	i	i	1
38	Cn1cc(Cl)c(C(=O)Nc2nc3ccc([N+](=O)[O-])cc3s2)n1	i	i	i	1	i	i	i	0	i	i	13
39	Cc1cc(C)n2c(=O)c3ccc(Cl)cc3nc2c1C#N	i	i	i	4	i	i	i	-18	i	i	-3
40	CN(C(=O)c1ccno1)c1nnc(-c2cnccn2)s1	i	i	i	1	i	i	i	-2	i	i	-3

Quoted from above: compounds 39 to 40
no.	mol	TRPC4 act	TMEM16A act	ANO1 block	HDAC3 inhib	KCNK3 inh	KCNK9 block	KCNQ1 block	hERG protect	KCNQ1 act	TRPC4 potent	DYRK1A inh
39	Cc1cc(C)n2c(=O)c3ccc(Cl)cc3nc2c1C#N	i	i	i	4	i	i	i	-18	i	i	-3
40	CN(C(=O)c1ccno1)c1nnc(-c2cnccn2)s1	i	i	i	1	i	i	i	-2	i	i	-3

Additional structures follow:
no.	mol	TRPC4 act	TMEM16A act	ANO1 block	HDAC3 inhib	KCNK3 inh	KCNK9 block	KCNQ1 block	hERG protect	KCNQ1 act	TRPC4 potent	DYRK1A inh
41	CSCCNC(=O)c1ccc2nc(C3CCCCC3)oc2c1	i	i	i	-8	i	i	i	-3	i	i	1
42	Cc1ccc2c(CN3CCN(S(=O)(=O)c4ccc5c(c4)OCCO5)CC3)cc(=O)oc2c1C	i	i	i	1	i	i	i	-8	i	i	-9
43	CCSc1nnc(NC(=O)CSc2nnc(CNC(=O)c3cc(OC)c(OC)c(OC)c3)o2)s1	i	i	i	1	i	i	i	-2	i	i	1
44	O=C1CSC(c2cccc([N+](=O)[O-])c2)N1c1ccccc1F (configuration not stated)	i	i	i	-5	i	i	i	-1	i	i	-6
45	O=C(CCCc1ccccc1)NCc1cccnc1	i	i	i	-1	i	i	i	-13	i	i	-15
46	O=C1CNC(=S)N1Cc1ccccc1Cl	i	i	i	1	i	i	i	-10	i	i	6
47	COc1ccc(NC(=O)c2ccc3nc(-c4ccccc4)c(-c4ccccc4)nc3c2)c(OC)c1	i	i	i	-2	i	i	i	-8	i	i	-1
48	CC(C)(C)C(=O)NC(=S)Nc1ccccc1N1CCCC1	i	i	i	6	i	i	i	-9	i	i	1
49	NC(=O)c1cc(S(=O)(=O)NCc2ccc(Br)cc2)cs1	i	i	i	-1	i	i	i	-2	i	i	4
50	O=[N+]([O-])c1cc(S(=O)(=O)N2CCCC2)ccc1N/N=C/c1cccs1	i	i	i	4	i	i	i	-9	i	i	3
51	COc1ccc(C(c2nnnn2CC2CCCO2)N2CCN(c3ccccc3)CC2)cc1 (configuration not stated)	i	i	i	5	i	i	i	-9	i	i	-3
52	Cc1cc(=O)oc(C)c1C(=O)Nc1ccc2nsnc2c1	i	i	i	-5	i	i	i	-2	i	i	5
53	CN(C)CCNc1nc(-c2ccccc2)nnc1C(F)(F)F	i	i	i	-1	i	i	i	-6	i	i	-3
54	Cc1cc(C(=O)Nc2sc3c(c2C#N)CCCC3)no1	i	i	i	10	i	i	i	-3	i	i	0
55	O=C(NN1C(=O)C2C3c4ccccc4C(c4ccccc43)[C@@H]2C1=O)c1ccccc1 (some centres not stated)	i	i	i	-3	i	i	i	1	i	i	-9
56	COc1ccc(CC(=O)NC2CC2)cc1OC	i	i	i	6	i	i	i	-5	i	i	4
57	CC(C)(C)NC(=O)C(c1ccco1)N(C(=O)Cn1nnc(-c2ccc(F)cc2)n1)c1cccc(F)c1 (configuration not stated)	i	i	i	-4	i	i	i	-16	i	i	-13
58	Cc1cc2ccccn2c1C(=O)Nc1ccccc1	i	i	i	-3	i	i	i	-10	i	i	3
59	C=CCN1C=CC(=O)CC1	i	i	i	0	i	i	i	-10	i	i	6
60	C#CCOCCOCCOCCNc1nc(N2CCN(C(=O)[C@H](CCC(=O)O)n3cc(C(N)[C@H](C)CC)nn3)CC2)nc(N2CCN(C(=O)[C@H](Cc3cc4ccccc4[nH]3)n3cc(C(N)[C@H](C)CC)nn3)CC2)n1 (some centres not stated)	i	.	i	-15	.	i	i	-9	i	i	.
61	O=C(Cc1coc2ccc3ccccc3c12)N1CCN(c2ncccn2)CC1	i	i	i	4	i	i	i	-17	i	i	-5

This is a subset; count on the stated rates, not on these rows.
